High-throughput results deposited in PubChem BioAssay by Sanford-Burnham Center for Chemical Genomics.
mIAP activ – increases mouse intestinal alkaline phosphatase activity | hit rate 0.24% among 330,000 | muIAP, CDP-Star luminescence, 30 min; active compounds read high; 1 = vehicle-only enzyme signal, 0 = enzyme-free wells | activation factor at 10 µM;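 active = activation factor of at least 2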; note: the source names both 10 and 20 µM as test concentration; values of inactives mirror those of a sister screen read the other way
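System: mouse IAP enzyme. Reagent: CDP-Star chemiluminescent phosphatase substrate. Benchmarks: DMSO wells, no-enzyme wells. Times: 30 min enzyme-substrate-compound incubation at room temperature. Detection: luminescence from enzymatic CDP-Star hydrolysis. Doses: test compounds delivered from DMSO solution.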
A3A deaminase – human APOBEC3A DNA deaminase inhibition. P31941. recombinant A3A, FAM/TAMRA ssDNA deamination fluorescence. inhibition, % at 20 µM. hit rate 0.41% among 330,000. AID 493011;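 active = at least 40% inhibition at 20 µM here, with at most 30% in a related deaminase screen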;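 note: plate controls were A3A with DMSO for no effect and wells lacking A3A enzyme for full effect; some results filed as inactive read as strong as hits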
PfG6PD inh – PfG6PD (Plasmodium falciparum) enzyme inhibition. PfGluPho enzyme, NADPH resazurin-diaphorase fluorescence. inhibition, % at 20 µM. hit rate 0.78% among 350,000;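 active = inhibition reaching at least a set limit at 20 µM in the primary screen, cut at about 59% in these data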;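 note: 0% = DMSO wells with substrate and 100% = DMSO wells lacking glucose-6-phosphate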
HKDC1 inh – inhibitors of human hexokinase HKDC1. Q2TB90. recombinant HKDC1, G6PDH/diaphorase resazurin coupled fluorescence. inhibition, % at 20 µM. hit rate 0.16% among 340,000. AID 493160;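 active = inhibition above about 35% when tested at 20 µM, limit read from the data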;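 note: plate controls were DMSO wells with enzyme for no effect and DMSO wells lacking enzyme for full effect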
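Test system: Recombinant HKDC1 (HK5) hexokinase enzyme, produced in-house | Input: HKDC1 at 5 µg/mL | Buffer or medium: Tris pH 8.0 buffer with MgCl2, Tween-20, BSA, BME | Schedule: 90 min reaction incubation at room temperature, dark | Technique: Resazurin-to-resorufin fluorescence via G6PDH and diaphorase coupling, 525/613 nm | Controls: DMSO wells with and without enzyme mix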
hIAP block – blocks human intestinal alkaline phosphatase. purified IAP, CDP-Star luminescence, 30 min. inhibition, % at 10 µM. hit rate 0.12% among 330,000;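 active = inhibition reaching a set limit with compound at 10 µM in the primary screen, cut at about 35% in these data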;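 note: plate controls were DMSO wells with enzyme for no effect and no-enzyme buffer wells for full effect; values of inactives mirror those of a sister screen read the other way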
Target sequence (P09923 whole entry, looked up): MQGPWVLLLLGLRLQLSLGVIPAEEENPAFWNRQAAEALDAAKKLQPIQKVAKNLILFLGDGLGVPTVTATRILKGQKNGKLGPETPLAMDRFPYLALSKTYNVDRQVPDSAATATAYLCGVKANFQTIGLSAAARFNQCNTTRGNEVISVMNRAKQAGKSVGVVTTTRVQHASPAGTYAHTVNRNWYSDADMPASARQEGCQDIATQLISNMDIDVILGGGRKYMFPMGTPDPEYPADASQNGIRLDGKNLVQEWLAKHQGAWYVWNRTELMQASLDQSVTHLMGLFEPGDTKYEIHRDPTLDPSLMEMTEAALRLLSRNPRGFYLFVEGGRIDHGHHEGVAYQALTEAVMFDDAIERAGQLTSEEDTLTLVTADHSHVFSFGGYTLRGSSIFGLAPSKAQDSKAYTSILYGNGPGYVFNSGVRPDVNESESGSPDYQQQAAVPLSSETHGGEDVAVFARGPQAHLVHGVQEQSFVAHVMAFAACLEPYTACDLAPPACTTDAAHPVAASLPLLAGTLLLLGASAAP
mIAP block – blocks mouse intestinal alkaline phosphatase; purified mouse IAP, CDP-Star luminescence, 30 min; inhibition, % at 10 µM; hit rate 0.2% among 330,000; AID 2806;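 active = inhibition of at least 40% at 10 µM in the primary screen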;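 note: plate controls were DMSO with enzyme for no effect and no enzyme wells for full effect; values of inactives mirror those of a sister screen read the other way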
hIAP activ – human IAP activation | P09923 | activation factor at 10 µM | hit rate 0.16% among 330,000 | purified human IAP, CDP-Star luminescence, 30 min; active compounds read high; 1 = vehicle-only enzyme, 0 = enzyme-free background;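 active = activation factor of the enzyme at least 2-fold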; note: the source names both 10 and 20 µM as test concentration; values of inactives mirror those of a sister screen read the other way
ATG4B inh – inhibitors of human ATG4B cysteine protease; inhibition, % at 8.33 µM; Q9Y4P1; ATG4B cleavage of LC3-PLA2, NBD-HPC fluorescence, 1 h; hit rate 0.51% among 340,000; in the data active = inhibition above about 40%
Target sequence (Q9Y4P1 whole entry, looked up): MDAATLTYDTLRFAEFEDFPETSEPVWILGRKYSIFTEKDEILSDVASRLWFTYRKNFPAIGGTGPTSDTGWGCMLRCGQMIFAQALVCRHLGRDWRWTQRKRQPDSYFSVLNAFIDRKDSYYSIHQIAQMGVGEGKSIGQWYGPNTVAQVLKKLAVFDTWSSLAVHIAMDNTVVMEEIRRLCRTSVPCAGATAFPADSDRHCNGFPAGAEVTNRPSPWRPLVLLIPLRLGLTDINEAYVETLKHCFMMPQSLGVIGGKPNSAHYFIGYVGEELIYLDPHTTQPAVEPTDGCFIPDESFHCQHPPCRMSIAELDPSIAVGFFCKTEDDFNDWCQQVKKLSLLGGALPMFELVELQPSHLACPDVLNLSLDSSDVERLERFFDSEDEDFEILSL
* hit, by the source's call.

A3A deaminase | hIAP block | PfG6PD inh | mIAP activ | mIAP block | ATG4B inh | HKDC1 inh | hIAP activ | molecule
-4 | -5 | -2 | 1.1 | -6 | 5 | 2 | 1 | Cc1ccc(-c2c(C#N)c(N)n(-c3ccccc3)c(=O)c2C#N)cc1
1 | -9 | 2 | 1.1 | -13 | -7 | 0 | 1.1 | Cc1cc(NC(=O)CSc2ccccc2)no1
-2 | 22 | 19 | 1 | -1 | -2 | -9 | 0.78 | O=C(CN(C(=O)c1cc2c(s1)CCC2)C1CCCC1)NCc1cccs1
2 | 2 | 27 | 0.9 | 10 | 16 | 3 | 0.97 | Fc1ccc2c(c1)Sc1ccc(Cl)cc1CC2N1CCN(CCC2OCCO2)CC1 (stereo not given)
3 | -13 | -2 | 1 | -3 | -11 | -8 | 1.1 | O=C(O)CCCN1C(=O)C2C3CCC(O3)C2C1=O (stereo not given)
-3 | -23 | -9 | 0.97 | 3 | -9 | -8 | 1.2 | O=C(O)c1n[nH]c2c1CCCC2
2 | 20 | -12 | 0.96 | 4 | -2 | -2 | 0.8 | COc1ccc2nc(NC(=O)CCNS(=O)(=O)c3ccc4c(c3)oc(=O)n4C)sc2c1
1 | -7 | -4 | 1 | -2 | -7 | -1 | 1.1 | COC(=O)CSc1nc(-c2ccccc2)nc2ccc(F)cc12
-2 | -4 | -9 | 1.2 | -19 | 12 | -7 | 1 | CC(=O)c1cccc(CN2CCC(C(=O)Nc3cccc(-c4ccn[nH]4)c3)CC2)c1
-1 | -2 | 1 | 0.99 | 1 | -18 | -4 | 1 | Cc1ccn2c(=O)nc(SCC(=O)NCCc3ccccc3)nc2c1
1 | -9 | 10 | 1 | -3 | -14 | -9 | 1.1 | O=C(Nc1ccc(OC(F)(F)F)cc1)C1CC(c2ccc(F)cc2)=NO1 (stereo not given)
-5 | -1 | -11 | 1.2 | -15 | 7 | -1 | 1 | O=C(Nc1cccc2ccccc12)N1CCN(c2ccc(F)cc2)CC1
-1 | 5 | 6 | 0.77 | 23 | 0 | -7 | 0.95 | O=C(NC(=S)Nc1cccc(Cl)c1N1CCOCC1)c1cccs1
-1 | 11 | 35 | 1 | -2 | -19 | -3 | 0.89 | O=C(NCCCO)c1cc2c([nH]c3ccccc32)c(-c2ccc(F)cc2)n1
-6 | -6 | -8 | 1.1 | -6 | 3 | -2 | 1.1 | CC(=O)NC1C(OCc2ccccc2)OC(COC(C)=O)C(OC(C)=O)C1OC(C)=O (stereo not given)
-8 | 8 | -5 | 1 | -2 | -1 | 4 | 0.92 | COc1cc(C2=NOC(C(=O)Nc3ccc(C(C)=O)cc3)C2)cc(OC)c1OC (stereo not given)
5 | -8 | -16 | 1 | -3 | 8 | 13 | 1.1 | Cc1ccc(CNC(=O)c2cccc(-n3cnnn3)c2)cc1
-9 | 6 | 11 | 1 | -4 | -3 | 1 | 0.94 | COc1ccccc1NS(=O)(=O)c1cccc(NC(=O)c2sc3ccccc3c2Cl)c1
-1 | 2 | -2 | 0.96 | 4 | -11 | -14 | 0.98 | CCOC(=O)N1CCC(NC(=O)C2CCN(c3ccc(N4CCOCC4)nn3)CC2)CC1
-2 | -4 | -8 | 0.94 | 6 | 4 | -6 | 1 | COc1cc(C#N)ccc1OCC(=O)N1CCc2ccccc2C1
-8 | 10 | 42 | 1.1 | -7 | 4 | -4 | 0.9 | CCOc1ccc(/C=N/n2cc(-c3ccccc3)[nH]c2=S)cc1
1 | -23 | -9 | 1.1 | -6 | -6 | -1 | 1.2 | COc1cc(N)c(Cl)cc1C(=O)OCC(=O)NC1CCCC1
-6 | -9 | -8 | 1 | -1 | -6 | 9 | 1.1 | Nc1ccc(C(=O)Nc2cccc(NC(=O)c3ccc(N)cc3)c2)cc1
0 | 2 | -8 | 1.1 | -13 | -11 | 1 | 0.97 | O=C(NNC(=O)C(c1ccccc1)c1ccccc1)c1cccs1
-3 | 10 | -18 | 0.99 | 1 | 3 | 0 | 0.9 | O=C(c1cccc(C(F)(F)F)c1)N1CCCC1
-4 | -17 | 6 | 1 | -1 | -9 | -5 | 1.2 | O=C(Cn1c(=O)c2cccn2c2cccnc21)N1CCN(c2ccccc2F)CC1
3 | -6 | 5 | 0.96 | 4 | 0 | 0 | 1.1 | O=C(c1sccc1Cl)N1CCN(Cc2ccc3c(c2)OCO3)CC1
-1 | -6 | -1 | 1.1 | -13 | 5 | 9 | 1.1 | CN(C)S(=O)(=O)c1ccc(N2CCCC2)c(C(=O)NCC2CCCCC2)c1
1 | 16 | 14 | 1 | -3 | 2 | 2 | 0.84 | O=C(NC1CCCC1)c1cc(-c2ccc(Cl)c(Cl)c2)on1
-5 | 10 | 14 | 0.95 | 5 | -7 | -10 | 0.9 | CN(C)c1ccc(CNc2nc(-c3ccccc3)nn2S(C)(=O)=O)cc1

An excerpt of these results, comma-delimited.
molecule,A3A deaminase,hIAP block,PfG6PD inh,mIAP activ,mIAP block,ATG4B inh,HKDC1 inh,hIAP activ
O=C(c1sccc1Cl)N1CCN(Cc2ccc3c(c2)OCO3)CC1,3,-6,5,0.96,4,0,0,1.1
CN(C)S(=O)(=O)c1ccc(N2CCCC2)c(C(=O)NCC2CCCCC2)c1,-1,-6,-1,1.1,-13,5,9,1.1
O=C(NC1CCCC1)c1cc(-c2ccc(Cl)c(Cl)c2)on1,1,16,14,1,-3,2,2,0.84
CN(C)c1ccc(CNc2nc(-c3ccccc3)nn2S(C)(=O)=O)cc1,-5,10,14,0.95,5,-7,-10,0.9

(next part)
A3A deaminase | hIAP block | PfG6PD inh | mIAP activ | mIAP block | ATG4B inh | HKDC1 inh | hIAP activ | molecule
-2 | 6 | -3 | 0.9 | 10 | -10 | -1 | 0.94 | C/C(=N\NC(=S)NC1CCCCC1)c1ccc(C#N)cc1
-1 | -83 | 4 | 0.96 | 4 | -2 | 2 | 1.8 | CCCOc1ccc(C(=O)CCC(=O)NNC(=O)c2ccncc2)cc1
1 | -11 | 9 | 0.98 | 2 | -6 | -3 | 1.1 | C=CCNC(=O)CCCOc1cc(C)ccc1C
-3 | 12 | 11 | 1 | -2 | -7 | 1 | 0.88 | COCCNC(=S)N(CCc1c(C)[nH]c2ccc(OC)cc12)Cc1ccco1
1 | -2 | -7 | 1.1 | -7 | 1 | 2 | 1 | CCOC(=O)C(C)n1cnc2c(nnn2-c2cccc(Cl)c2)c1=O (stereo not given)
1 | -8 | 11 | 1 | -4 | -17 | -2 | 1.1 | O=C(Cn1cc(C(=O)C2CC2)c2ccccc21)NCC1CCCO1 (stereo not given)
0 | 11 | 32 | 0.84 | 16 | 0 | -1 | 0.89 | O=C(CCN1CCc2ccccc21)c1ccc2c(c1)OCCO2
-2 | 13 | 0 | 0.96 | 4 | 8 | -13 | 0.87 | CCC(C)NC(=O)/C=C/c1cccs1 (stereo not given)
38 | -71 | -7 | 0.97 | 3 | -8 | -12 | 1.7 | COc1ccccc1C(=O)N/C(=C/c1ccc(Br)cc1)C(=O)NCCO
1 | 7 | 4 | 0.84 | 16 | 2 | 6 | 0.93 | Cc1ccc(C(C)C)c(OCc2n[nH]c(=S)o2)c1
0 | -24 | -5 | 1 | -1 | -4 | -1 | 1.2 | O=c1[nH]c(=O)n(Cc2ccccc2)c2nc(-c3ccco3)cc(C(F)(F)F)c12
-3 | 1 | 0 | 0.92 | 8 | 11 | -1 | 0.99 | O=C(/C=C/c1cc([N+](=O)[O-])ccc1OC(F)F)NCc1ccc(Cl)cc1
-4 | 28 | -6 | 0.95 | 5 | -1 | -6 | 0.72 | CCOc1ccccc1N1CCN(CC(O)COC2CCCc3ccccc32)CC1 (stereo not given)
4 | 9 | -16 | 1 | -3 | -2 | -7 | 0.91 | CCc1ccc(NC(=O)COC(=O)/C=C/c2c(C)nn(C3CCS(=O)(=O)C3)c2Cl)cc1 (stereo not given)
-4 | 2 | -7 | 1 | -2 | -11 | 6 | 0.98 | N/C(=N\OS(=O)(=O)c1cc(Cl)ccc1Cl)c1ccncc1
-3 | 5 | 37 | 2.6* | -162 | -3 | 6 | 0.95 | O=C(Nc1cccc(Cl)c1)Nc1ccc2c(c1)OCO2
-4 | 5 | -1 | 1 | -5 | -6 | -6 | 0.95 | CNC(=O)CSc1nnc(-c2ccccn2)n1Cc1ccco1
-4 | 16 | -6 | 1.4 | -40 | -21 | 2 | 0.84 | Cc1cc2c(cc(C(=O)N3CCC(C(=O)NC4CCCC4)CC3)n2Cc2c(F)cccc2Cl)o1
-3 | 6 | 9 | 1 | -4 | 0 | -4 | 0.94 | CC(=O)Nc1cccc(-n2nnc(SCC(=O)N(C)c3ccccc3)n2)c1
-1 | -6 | 21 | 1 | -5 | -5 | 4 | 1.1 | C=CCn1c(C)c(C(=O)OCC)c2cc(O)c3ccccc3c21
7 | 0 | -1 | 0.91 | 9 | -13 | -2 | 1 | COc1ccc(NC(=O)c2cc(OC)c(OC)c(OC)c2)cc1S(=O)(=O)N1CCCCC1
2 | 7 | 6 | 0.97 | 3 | 2 | 3 | 0.93 | O=c1nc2ccccc2c2n1CC(CN1CCN(c3ccccc3F)CC1)N2 (stereo not given)
-3 | -7 | 4 | 1.1 | -8 | -7 | -1 | 1.1 | O=C(CCC(=O)c1ccc(F)cc1)Nc1cccnc1
0 | -6 | 8 | 1.1 | -9 | -8 | -3 | 1.1 | CC(=O)N1c2ccccc2N(Cc2ccc(C)cc2C)C(=O)C1(C)C
-6 | 6 | -1 | 0.98 | 2 | -18 | -7 | 0.94 | CCc1nc(SCC(=O)N2CCC(C)CC2)c2c(=O)n(C)c(=O)n(C)c2n1
4 | -6 | -14 | 1.1 | -8 | -9 | -3 | 1.1 | CCC1(C(=O)c2ccccc2)C2c3cc(Br)ccc3OC(=O)C21C(=O)N1CCOCC1 (stereo not given)
-1 | -13 | -6 | 0.97 | 3 | 19 | -1 | 1.1 | CCn1nc(C)cc1C(=O)N(C)C1CCCN(Cc2ccccc2F)C1 (stereo not given)
4 | -9 | 5 | 2.6* | -163 | 9 | 2 | 1.1 | O=C(Nc1cccc(Cl)c1)Nc1cccc(Cl)c1
-1 | 22 | 1 | 0.96 | 4 | 1 | 2 | 0.78 | CCOC(=O)C1=C(COC(=O)/C=C/c2ccccc2F)NC(=O)NC1C (stereo not given)
0 | -8 | 12 | 0.93 | 8 | -4 | -7 | 1.1 | NC(=O)COC(=O)c1ccc(Cl)c(S(=O)(=O)N2CCN(c3ccc(F)cc3)CC2)c1
-1 | -9 | 0 | 1 | -2 | -7 | -3 | 1.1 | O=S(=O)(Nc1ccc(-n2cnnn2)cc1)c1ccc(Cl)cc1
0 | 8 | 1 | 1.1 | -6 | -15 | -8 | 0.92 | c1cnn(-c2cncc(-n3cccn3)n2)c1
-1 | 17 | 1 | 0.97 | 3 | -4 | 3 | 0.83 | CN1C/C(=C/c2cccs2)C(=O)/C(=C\c2cccs2)C1
0 | -7 | 9 | 1 | 0 | 10 | 5 | 1.1 | Fc1ccccc1COc1ccc(Br)cc1CNCC1CCCO1 (stereo not given)
1 | 0 | 7 | 1.1 | -5 | -7 | 4 | 1 | COC(=O)C(Cc1ccccc1)NC(=O)CNC(=O)c1ccccc1OC (stereo not given)
-1 | 11 | 10 | 1 | -2 | -10 | -2 | 0.89 | O=C(CNS(=O)(=O)c1ccccc1)NCC(=O)OCc1ccc(Cl)cc1
14 | -3 | 2 | 0.98 | 2 | 0 | 2 | 1 | O=C(O)c1ccc(CNc2ccccc2C(=O)O)cc1
